# Bioassay records (PubChem BioAssay)
# Apaf1 inhib: blocks human Apaf-1 apoptosome activity | hit rate 0.71% among 330,000 | O14727 | reconstituted apoptosome caspase-3 activity, DEVD-Rh110 fluorescence | inhibition, % at 20 µM; active = inhibition of at least 40% at 20 µM;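 also: plate controls were DMSO wells for no effect and DEVD-CHO caspase inhibitor wells for full effect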
#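 System: reconstituted apoptosome with Apaf-1, cytochrome c, caspase-9, procaspase-3, dATP; Signal: Rh110 fluorescence intensity; Schedule: 30 min compound preincubation, 50 min activation, room temperature; Reagent: cytochrome c trigger plus (Z-DEVD)2-Rh110 caspase-3 substrate.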
# SENP8 block-1: blocks the human protease SENP8; Q96LD8; inhibition, % at 10 µM; hit rate 1.2% among 330,000; AID 2540; purified SENP8, Z-RLRGG-aminoluciferin cleavage, luminescence; in the data active = inhibition above about 50%
# UBC13 polyUb: inhibitors of human UBC13 polyubiquitin chain formation | P61088 | TR-FRET | inhibition, % at 20 µM | hit rate 0.47% among 330,000; in the data active = inhibition above about 45%, passing the limit was not always enough
# Target sequence (P61088 whole entry, looked up): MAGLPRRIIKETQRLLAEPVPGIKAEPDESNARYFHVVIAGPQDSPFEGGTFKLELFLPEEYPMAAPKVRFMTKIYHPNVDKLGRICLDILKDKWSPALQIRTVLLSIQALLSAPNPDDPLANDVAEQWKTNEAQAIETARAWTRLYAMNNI
# APOBEC3G inh: blocks human APOBEC3G single-stranded DNA deamination; Q9HC16; recombinant A3G, ssDNA deamination FAM/TAMRA fluorescence; inhibition, % at 20 µM; hit rate 0.28% among 330,000;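 active = inhibition of at least 40% at 20 µM, with no more than 30% in the related APOBEC3A deaminase screen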;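 also: plate controls were DMSO wells with A3G for no effect and wells lacking A3G enzyme for full effect; some compounds called inactive have numbers as strong as hits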
# Target sequence (Q9HC16 whole entry, looked up): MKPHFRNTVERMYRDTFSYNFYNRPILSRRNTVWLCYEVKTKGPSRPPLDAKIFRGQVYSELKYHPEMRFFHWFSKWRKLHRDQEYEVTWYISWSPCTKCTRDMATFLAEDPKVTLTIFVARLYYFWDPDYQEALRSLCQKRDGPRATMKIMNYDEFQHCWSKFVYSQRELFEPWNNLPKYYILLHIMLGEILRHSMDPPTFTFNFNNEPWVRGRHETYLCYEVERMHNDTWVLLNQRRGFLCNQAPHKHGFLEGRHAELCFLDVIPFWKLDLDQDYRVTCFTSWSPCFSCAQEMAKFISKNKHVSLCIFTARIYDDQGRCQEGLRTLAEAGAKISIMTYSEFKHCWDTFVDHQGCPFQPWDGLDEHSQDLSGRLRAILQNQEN
# SENP8 block-2: inhibitors of human SENP8 protease. hit rate 0.64% among 360,000. recombinant SENP8, Nedd8 substrate fluorescence. AID 602440. inhibition, % at 20 µM. Q96LD8; in the data active = inhibition mostly above about 40%, no sharp cut-off; inactive = mostly below about 27%
# SENP7 inh: inhibitors of human SENP7 protease | recombinant SENP7, Z-RLRGG-aminoluciferin luminescence, 40 min | hit rate 1.5% among 330,000 | inhibition, % at 5 µM | Q9BQF6;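 active = inhibition above about 50% at the single test dose, limit read from the data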;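 also: plate controls were DMSO with enzyme for no effect and no enzyme buffer wells for full effect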
# SENP6 inh: SENP6 protease inhibition; Recombinant SENP6 catalytic domain, aminoluciferin luminescence; inhibition, % at 10 µM; hit rate 1.8% among 330,000; AID 2599;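 active = inhibition above about 50% at the single tested dose, limit read from the data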;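 also: plate controls were DMSO wells with enzyme for no effect and DMSO wells lacking enzyme for full effect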
# Target sequence (Q9GZR1 628-1112 limits assumed): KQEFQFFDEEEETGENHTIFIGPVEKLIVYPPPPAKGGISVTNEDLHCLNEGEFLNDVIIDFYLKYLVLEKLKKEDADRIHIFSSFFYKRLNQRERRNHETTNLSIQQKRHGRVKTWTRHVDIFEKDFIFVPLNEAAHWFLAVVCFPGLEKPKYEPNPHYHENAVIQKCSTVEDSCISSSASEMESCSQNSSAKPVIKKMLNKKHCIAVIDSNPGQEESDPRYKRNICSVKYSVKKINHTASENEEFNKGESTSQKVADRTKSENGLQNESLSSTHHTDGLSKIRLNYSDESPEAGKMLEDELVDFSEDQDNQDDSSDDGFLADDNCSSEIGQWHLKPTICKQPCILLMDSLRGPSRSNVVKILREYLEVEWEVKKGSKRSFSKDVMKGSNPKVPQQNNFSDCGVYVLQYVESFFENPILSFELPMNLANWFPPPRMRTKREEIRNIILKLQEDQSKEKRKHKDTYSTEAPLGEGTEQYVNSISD
# SENP1 FRET inh: blocks the human SENP1 SUMO protease catalytic domain | recombinant SENP1 catalytic domain, CyPet-SUMO1-YPet FRET cleavage | inhibition, % at 10 µM | AID 624204 | hit rate 0.21% among 360,000 | Q9P0U3;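 active = inhibition at least 30% at 10 µM, raw YFP signal under a set limit, fluorescence ratio 0.5 to 1.5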;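 also: 0% = enzyme with DMSO and 100% = no enzyme wells; some results filed as inactive read as strong as hits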
#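 Assay system: hSENP1 catalytic domain, recombinant. Amount: SENP1 enzyme, 20 pM final. Schedule: 50 min reaction, RT, dark. Technique: FRET, CFP and YFP emission. Control set: no-enzyme wells low, DMSO-plus-enzyme wells high control.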
# An asterisk follows results filed as active; i = inactive; x = not tested or not shown.
no.	compound	Apaf1 inhib	SENP8 block-1	UBC13 polyUb	APOBEC3G inh	SENP8 block-2	SENP7 inh	SENP6 inh	SENP1 FRET inh
1	O=C(COC(=O)c1ccccn1)c1cccc(Br)c1	9	-22	-14	-10	-1	-16	-2	1
2	CCOC(=O)c1nn(-c2ccc(OCC)cc2)c(C)c1C(C)=O	2	-5	-2	-6	15	-8	-18	-1
3	COCCOC(=O)C1=C(C)NC(=O)NC1/C=C/c1ccccc1 (stereo unspecified)	-21	-6	0	-9	-4	2	-12	-1
4	Cc1ccccc1NC(=O)COC(=O)/C=C/c1cccc(C(F)(F)F)c1	4	7	5	-7	14	-7	-25	2
5	COc1ccccc1S(=O)(=O)Cc1ccc(C(=O)NCCN2CCCCCC2)o1	18	-1	12	0	18	-1	-3	-24
6	CC/C(O)=C1\C(=O)CC(c2ccccc2)CC1=NC(C)C (stereo unspecified)	16	-9	-3	-10	22	-8	-43	3
7	COc1ccc(NC(=O)Cc2ccsc2)c(OC)c1	4	3	4	-7	4	6	10	1
8	Cc1ccc(Nc2ccc(N)cc2S(=O)(=O)O)cc1	5	6	6	-4	-280	-5	20	2
9	COc1cnc(-c2ccccn2)nc1Oc1ccccc1	7	-6	-11	-10	14	-3	-34	1
10	CCCn1nc(C(=O)NCC2COc3ccccc3O2)c2ccccc2c1=O (stereo unspecified)	10	6	2	-1	19	5	8	0
11	CS(=O)(=O)c1ccc(Cl)c(NC(=O)C2CC(=O)N(c3ccc4c(c3)OCCO4)C2)c1 (stereo unspecified)	-1	3	-1	-4	12	-8	-3	-1
12	CC(=O)Oc1ccc(C(=O)Nc2ccc(S(=O)(=O)NCC3CCCO3)cc2)cc1 (stereo unspecified)	2	-3	6	-8	8	0	-8	2
13	O=S(=O)(c1cccc2nonc12)N1CCN(c2ccccc2F)CC1	7	-13	-2	1	5	-9	-4	4
14	O=C(c1ccc(Cl)c(S(=O)(=O)N2CCCC2)c1)N1CCN(c2ccccc2)CC1	13	0	5	11	0	-1	0	2
15	O=C(COc1ccc(F)cc1)N(Cc1ccc(Cl)cc1)C1CCS(=O)(=O)C1 (stereo unspecified)	7	-4	15	-7	6	1	1	2
16	O=C(NCCCN1CCCCC1)c1ccc(CS(=O)c2ccc(F)cc2)o1 (stereo unspecified)	5	1	7	-3	9	3	-4	3
17	O=C(c1cccc2ccccc12)C1CCCN(C(=O)C2CCOCC2)C1 (stereo unspecified)	-23	3	0	-7	1	-2	5	3
18	COc1ccc(N2CCN(CCC3Oc4cc([N+](=O)[O-])ccc4NC3=O)CC2)cc1 (stereo unspecified)	-10	0	-14	-11	16	4	0	-33
19	CCc1ccc2c(CSc3nnnn3C)cc(=O)oc2c1	-22	0	3	-8	-31	3	-8	0
20	Cc1nc2ccc(Br)cn2c(=O)c1Cl	-1	3	-8	-1	-40	-4	-10	2
21	CC(C)CNC(=O)COc1ncnc2sccc12	-1	4	7	-8	-4	-4	-6	-2
22	COc1ccc(NC(=O)Nc2ccccc2SC)c(OC)c1	7	2	-2	-2	8	7	12	-3
23	CCOc1ccc2[nH]c(=S)[nH]c2c1	-10	-3	3	24	27	-7	1	2
24	CC(/C=C/c1ccccc1F)=N\NC(=O)c1ccc(Cl)cc1	4	0	-9	-3	0	-3	-10	2
25	CCOC(=O)[C@@H]1[C@H]2COc3ccccc3[C@@H]2N2C(=O)N(c3ccccc3)C(=O)[C@@]12C	-32	-6	-6	-9	15	3	-20	2
26	CCCC(=O)Nc1nnc(S(=O)(=O)N(CC)c2ccc(OC)cc2)s1	4	-2	-8	-8	30	4	17	3
27	CC#CCN1c2ccccc2[C@]23C[C@@H](C(=O)OC)N(C(=O)c4ccco4)C2=NC(C(=O)OC)=C(C(=O)OC)[C@H]13	10	-16	5	-11	17	-8	-9	1
28	O=C(O)Cc1sc(NC2CCCCC2)nc1-c1ccc(Cl)cc1	20	-2	-4	-11	-88	2	-18	-17
29	COc1ccc(C)cc1NC(=O)COC(=O)c1ccc2c(c1)OCCO2	-16	8	0	-2	5	5	1	4
30	CC(=O)c1c(C(C)=O)c(C)n(Cc2ccc3c(c2)OCO3)c1C	-5	-4	-3	-4	13	-2	-9	0

# An excerpt of these results, with two lines to a compound:
# Second line of a record: Apaf1 inhib | SENP8 block-1 | UBC13 polyUb | APOBEC3G inh | SENP8 block-2 | SENP7 inh | SENP6 inh | SENP1 FRET inh
4: Cc1ccccc1NC(=O)COC(=O)/C=C/c1cccc(C(F)(F)F)c1
 : 4 | 7 | 5 | -7 | 14 | -7 | -25 | 2
5: COc1ccccc1S(=O)(=O)Cc1ccc(C(=O)NCCN2CCCCCC2)o1
 : 18 | -1 | 12 | 0 | 18 | -1 | -3 | -24
6: CC/C(O)=C1\C(=O)CC(c2ccccc2)CC1=NC(C)C (stereo unspecified)
 : 16 | -9 | -3 | -10 | 22 | -8 | -43 | 3
7: COc1ccc(NC(=O)Cc2ccsc2)c(OC)c1
 : 4 | 3 | 4 | -7 | 4 | 6 | 10 | 1
8: Cc1ccc(Nc2ccc(N)cc2S(=O)(=O)O)cc1
 : 5 | 6 | 6 | -4 | -280 | -5 | 20 | 2
9: COc1cnc(-c2ccccn2)nc1Oc1ccccc1
 : 7 | -6 | -11 | -10 | 14 | -3 | -34 | 1
10: CCCn1nc(C(=O)NCC2COc3ccccc3O2)c2ccccc2c1=O (stereo unspecified)
 : 10 | 6 | 2 | -1 | 19 | 5 | 8 | 0
11: CS(=O)(=O)c1ccc(Cl)c(NC(=O)C2CC(=O)N(c3ccc4c(c3)OCCO4)C2)c1 (stereo unspecified)
 : -1 | 3 | -1 | -4 | 12 | -8 | -3 | -1
12: CC(=O)Oc1ccc(C(=O)Nc2ccc(S(=O)(=O)NCC3CCCO3)cc2)cc1 (stereo unspecified)
 : 2 | -3 | 6 | -8 | 8 | 0 | -8 | 2
13: O=S(=O)(c1cccc2nonc12)N1CCN(c2ccccc2F)CC1
 : 7 | -13 | -2 | 1 | 5 | -9 | -4 | 4
14: O=C(c1ccc(Cl)c(S(=O)(=O)N2CCCC2)c1)N1CCN(c2ccccc2)CC1
 : 13 | 0 | 5 | 11 | 0 | -1 | 0 | 2
15: O=C(COc1ccc(F)cc1)N(Cc1ccc(Cl)cc1)C1CCS(=O)(=O)C1 (stereo unspecified)
 : 7 | -4 | 15 | -7 | 6 | 1 | 1 | 2

# Later entries:
no.	compound	Apaf1 inhib	SENP8 block-1	UBC13 polyUb	APOBEC3G inh	SENP8 block-2	SENP7 inh	SENP6 inh	SENP1 FRET inh
31	CC(C)NCCCCOc1ccc(Br)cc1Cl	1	2	15	-6	26	4	8	2
32	N#CC1=C(N)OC2=C(C(=O)CCC2)C1C1C=CCCC1 (stereo unspecified)	-4	-4	7	-9	20	-4	-10	-1
33	O=C(CN(C(=O)CCC(=O)Nc1nccs1)c1cccc(F)c1)NCC1CCCO1 (stereo unspecified)	-6	0	3	-2	14	-8	-6	0
34	Cn1c(=O)oc2cc(S(=O)(=O)CCC(=O)N3CCN(c4ccccc4)CC3)ccc21	-9	-2	10	-10	1	6	-12	2
35	COCCNC(=O)CN1C(=O)CC(C)(C)S(=O)(=O)c2ccccc21	-4	-11	-4	-5	6	8	-17	4
36	COc1ccc(C(CNC(=O)C(=O)NC2CCCC2)N2CCN(C)CC2)cc1 (stereo unspecified)	5	-12	3	-11	6	11	-1	-3
37	C/C(=N\NC(=O)CN1CCN(S(=O)(=O)c2ccc(C)cc2)CC1)c1ccc(O)cc1	-10	1	1	-2	13	7	-3	2
38	CCCS(=O)(=O)N1CCC(C(=O)NCCCN2CCC(Cc3ccccc3)CC2)CC1	-1	-5	7	2	2	-1	-1	1
39	CCN(CC)CCn1c(SCC(=O)NCc2ccco2)nc2c(sc3ccccc32)c1=O	6	-1	-4	-1	-132	2	16	12
40	CSc1ncccc1C(=O)Nc1nc2ccc(S(C)(=O)=O)cc2s1	-11	2	5	-10	-62	5	-11	-1
41	COc1ccc(N2CCN(C(=O)CCS(=O)(=O)c3ccc4c(c3)CCN4C(=O)C3CC3)CC2)cc1	7	-11	-6	9	8	-13	-5	1
42	COC(=O)Cc1ccc(NC(=S)N2CCN(c3cccc(O)c3)CC2)cc1	-9	-2	14	-8	11	-3	12	2
43	CNC(=O)c1c(Cl)cnn1-c1ccc(C)cc1	-5	-5	0	-2	16	11	15	1
44	CN(c1ccccc1)S(=O)(=O)c1ccc(NC(=O)c2ccc(F)cc2)cc1	10	-9	-2	-8	13	-6	-26	3
45	CN(C)c1ccc(Cl)cc1N	9	-4	-2	-9	17	8	17	3
46	COC(C(=O)NNC(=O)Cc1ccc(Cl)cc1)c1ccccc1 (stereo unspecified)	6	-5	-6	8	12	2	-10	0
47	Cc1ccc(NC(=O)N2CCc3ccccc32)cc1	6	89*	-2	-2	32	94*	86*	2
48	C=CCn1c(C)c(C(C)=O)c(N2CCOCC2)nc1=S	6	-5	3	-3	13	8	-11	-1
49	O=C(O)CCC(=O)N1CCN(c2nc(-c3ccccc3Cl)c3cc(Br)ccc3n2)CC1	25	3	-29	-4	-242	3	-24	-80
50	O=C(Nc1nnc(C2CC2)s1)C1=NN(C2CCS(=O)(=O)C2)C(=O)CC1 (stereo unspecified)	-3	-1	11	-10	14	2	5	1
51	C=CCc1c(C)nc(SC)nc1Nc1ccc(C(C)=O)cc1	8	7	3	-2	i	6	0	-8
52	O=C(OCC#CCSc1nnc(-c2ccncc2)o1)c1cccs1	0	0	3	-2	11	3	10	0
53	O=C1C=C(c2cccnc2)CCC1	-2	-8	2	-4	4	2	4	-3
54	COc1ccccc1S(=O)(=O)Nc1ccc(S(=O)(=O)Nc2nccs2)cc1	-12	15	0	-8	16	1	16	2
55	COc1ccc(-c2nc(-c3ccccc3)nc(Cl)c2C#N)cc1	5	-1	20	-7	-61	-1	11	-3
56	C/C(CC(=O)Nc1ccccn1)=N\NC(=O)c1ccncc1	8	-3	-5	0	x	-9	-4	x
57	Cc1ccc(S(=O)(=O)N2CCCCC2)cc1NC(=O)c1cncc(Br)c1	6	6	-4	4	8	-7	-12	-1
58	Cc1ccc(S(=O)(=O)N2CCCCC2)cc1C(=O)OCC(=O)N1c2ccccc2NC(=O)C1(C)C	8	2	3	-4	4	1	0	0
59	CCOC(=O)C1=NN(c2ccc([N+](=O)[O-])cc2)CC1C(=O)OC (stereo unspecified)	-4	12	-8	-5	-8	12	11	-16
60	CN(CC(=O)Nc1cccc(F)c1)C(=O)c1cccc(S(=O)(=O)N2CCN(c3ccccc3)CC2)c1	22	-9	-1	-4	16	8	-2	5

# Further records:
item | SMILES | Apaf1 inhib | SENP8 block-1 | UBC13 polyUb | APOBEC3G inh | SENP8 block-2 | SENP7 inh | SENP6 inh | SENP1 FRET inh
61 | CCN(CC)S(=O)(=O)c1cccc(C(=O)Oc2cccc(NC(=O)c3cccs3)c2)c1 | 5 | -8 | 6 | -9 | 19 | -3 | -3 | 0
62 | CCOc1ccc(CCNC(=O)COC(=O)c2cc(S(=O)(=O)N3CCOCC3)ccc2F)cc1OCC | 15 | -13 | -7 | -3 | 3 | -7 | -11 | -1
63 | COc1ccc(CN2CCN(C(=O)CC(C)C)CC2)cc1 | -10 | -15 | -9 | 16 | 2 | 9 | 5 | 0
64 | CCOC(=O)c1ccc(NC(=S)N2CCN(c3ccc(N4CCOCC4)nn3)CC2)cc1 | -9 | 4 | 19 | -9 | -401 | 2 | 2 | -13
